Rad51 HR inh = Rad51 (human) homologous recombination inhibition; hRad51 DNA strand exchange, fluorescence dequenching; Q06609; actives 0.085% (n = 200,000); inhibition, % at 10 µM;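 active = inhibition above 40% at the single screening dose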;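 also: 0% = DMSO control wells and 100% = blanks with heterologous ssDNA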
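Read-out basis: percent inhibition relative to plate controls and blanks / Assay system: human Rad51 nucleoprotein filaments preassembled on unlabelled ssDNA / Timing: filaments 15 min 37 °C, then compound 30 min / Control set: per-plate controls and blanks / Technique: fluorescence dequenching at 485/520 nm / Compound: 10 µM final, single point / Also added: Fluorescein- and BHQ1-tagged 47-mer duplex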
thrombin 1536 = inhibitors of human thrombin; alpha-thrombin, Boc-VPR-AMC fluorogenic substrate cleavage; inhibition, % at 5 µM; actives 0.26% (n = 220,000); AID 1046;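 active = inhibition at or above 40%; inactive = inhibition below 40%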;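 also: 0% = enzyme with no compound and 100% = wells without enzyme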
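System: Human alpha-thrombin protein | Medium: pH 7.5 Tris (50 mM) with NaCl 150 mM, Tween 20 0.05% | Times: Enzyme reaction carried out at room temperature | Detection: AMC fluorescence, 355/460 nm | Evaluation: Percent inhibition scaled between no-compound controls and no-enzyme blanks | Benchmarks: Enzyme without compound as high, wells lacking enzyme as low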
Cl transport mod = modulates chloride dependent transport by human KCC2; AID 1456; B-score of Tl+ flux slope (higher = more flux/activation; lower = inhibition) at 10 µM; actives 2.2% (n = 190,000); Q9H2X9; KCC2 cells, thallium flux FluoZin-2 fluorescence;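 active = thallium flux slope and its plate-corrected score both differing from the plate sample mean at a set confidence after two filtering rounds, in either direction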;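 also: slope of fluorescence scaled to starting intensity during 10 to 20 s after thallium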
FXIa inh 1536 = inhibitors of human coagulation factor XIa. P03951. purified FXIa, Boc-Glu-Ala-Arg-AMC fluorogenic substrate. inhibition, % at 5 µM. actives 0.14% (n = 220,000);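 active = inhibition of at least 40%; inactive = inhibition below 40%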;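 also: fluorescence of freed AMC excited at 355 nm; 0% = enzyme without compound and 100% = no enzyme blank; many of its hits are not listed in these tables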
Target sequence (P03951 19-387 limits assumed): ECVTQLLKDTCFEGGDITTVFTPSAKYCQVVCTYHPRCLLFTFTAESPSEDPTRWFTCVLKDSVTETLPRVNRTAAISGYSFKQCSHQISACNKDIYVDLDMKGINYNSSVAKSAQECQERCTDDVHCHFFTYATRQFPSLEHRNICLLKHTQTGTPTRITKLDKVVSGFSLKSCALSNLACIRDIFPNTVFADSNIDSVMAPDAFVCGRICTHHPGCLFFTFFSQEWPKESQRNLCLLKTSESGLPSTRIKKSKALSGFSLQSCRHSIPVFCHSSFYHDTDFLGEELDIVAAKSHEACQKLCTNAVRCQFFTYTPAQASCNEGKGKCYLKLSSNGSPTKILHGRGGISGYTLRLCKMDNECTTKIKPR
Target sequence (P03951 388-625 limits assumed): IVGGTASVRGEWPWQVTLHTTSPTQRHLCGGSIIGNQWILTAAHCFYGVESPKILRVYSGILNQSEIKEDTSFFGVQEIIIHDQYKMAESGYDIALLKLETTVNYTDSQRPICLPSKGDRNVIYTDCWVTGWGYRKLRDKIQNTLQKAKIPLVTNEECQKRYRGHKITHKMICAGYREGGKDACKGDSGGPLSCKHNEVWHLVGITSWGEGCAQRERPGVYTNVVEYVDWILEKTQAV
Calpain2 inh = blocks pig calpain II enzyme activity. purified calpain II, fluorogenic peptide substrate, 30 min. actives 0.37% (n = 220,000). inhibition, % at 16 µM;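 active = inhibition above about 50%, limit read from the data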
FXIIa inh = inhibitors of human coagulation factor XIIa | actives 0.3% (n = 220,000) | inhibition, % at 5 µM | purified FXIIa, Boc-QGR-AMC fluorogenic substrate, 2 h | AID 800; in the data active = inhibition above about 40%;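 also: 0% = enzyme with no compound and 100% = blank without enzyme; many of its hits are not listed in these tables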
hK5 inh = inhibitors of human kallikrein 5. recombinant hK5, fluorogenic AMC substrate cleavage. inhibition, % at 5 µM. actives 0.59% (n = 210,000). AID 873;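 active = inhibition of 40% or more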;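 also: 0% = enzyme controls without compound and 100% = no-enzyme blanks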
Target sequence (Q9Y337 67-293 limits assumed): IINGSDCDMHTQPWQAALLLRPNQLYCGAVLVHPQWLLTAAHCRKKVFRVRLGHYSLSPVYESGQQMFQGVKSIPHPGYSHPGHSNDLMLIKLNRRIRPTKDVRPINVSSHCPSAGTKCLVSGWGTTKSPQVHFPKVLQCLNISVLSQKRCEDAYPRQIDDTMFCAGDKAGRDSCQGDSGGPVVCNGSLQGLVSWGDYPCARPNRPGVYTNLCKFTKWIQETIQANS
PERK inhibitor = human PERK inhibition, primary cell-based screen; Q9NZJ5; AID 1416; CHO PERK-DD fusion, SEAP luminescence translation reporter; actives 0.17% (n = 220,000); inhibition, % at 5.6 µM;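 active = inhibition above the mean inhibition of all tested compounds plus 3 SD, set separately per screening campaign, cut at about 2.9% in these data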;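 also: PERK kinase domain activated by AP20187 dimerizer at 100 nM; 0% = DMSO with dimerizer and 100% = rapamycin at 8.4 µM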
Furin inh = human furin inhibition. purified furin, fluorogenic substrate cleavage. inhibition, % at 30 µM. actives 0.061% (n = 220,000); in the data active = inhibition above about 25%; also: inactives centre near -15
Numbers without * were called inactive; i = inactive; . = no result given; [ ] = another dose, or the depositor's remark. Only part of the results is shown; count on the stated rates, not on these rows.

SMILES	Rad51 HR inh	thrombin 1536	Cl transport mod	FXIa inh 1536	Calpain2 inh	FXIIa inh	hK5 inh	PERK inhibitor	Furin inh
CC1(C(=O)NNC(=S)NCc2ccco2)CC1(Cl)Cl (centres undefined)	7	-8	0.045	4	-19	9	-1	0.4	-19
CC(=O)Nc1nccc(-c2cc(-c3ccccc3)no2)n1	-6	3	-1.2	4	-26	14	3	1.5	-29
O=C(NCc1cccs1)c1cnc2ccccn2c1=O	3	0	.	6	-7	11	5	-1.9	-4
O=c1[nH]ncc(N/N=C\c2ccc(O)cc2O)c1Cl	-6	-11	-0.51	2	28	9	-2	0.5	8
CN1CCN(c2ccc(CNS(=O)(=O)Cc3ccc(Cl)cc3)cc2)CC1	-6	31	-2.1	33	11	61*	18	-1.4	-4
COc1cc(CCC(=O)Nc2cc(C)cc(C)c2)cc(OC)c1OC	4	3	0.29	2	-104	0	-1	-0.1	-26
CCOC(=O)c1c(C)[nH]c(C(=O)OCC(=O)Nc2cc(Cl)ccc2OC)c1C	-3	-2	0.74	-1	-10	11	0	-1.1	-23[20 µM]
CC(C)Sc1nc2c(c(=O)[nH]1)C(c1cccs1)C1=C(CC(C)(C)CC1=O)N2 (centres undefined)	12	2	-0.1	2	-51	12	-9	-0.6	-17
COc1ccc(Oc2c(Cl)cnn(-c3ccc(Cl)c(Cl)c3)c2=O)cc1	10	3	.	1	24	6	1	1.4	-17[20 µM]
CN1CCN(C(=O)N2c3ccccc3C=Cc3ccccc32)CC1	5	6	0.96	1	18	13	-10	0.2	-21
COC(=O)c1c(NC(=O)COC(=O)c2ccc(NC(=O)CC#N)cc2)sc2c1CCCCC2	-7	-2	0.23	-4	-82	-3	-23	0.3	-18
CCn1c(SCc2nc3ccccc3[nH]2)nnc1-c1cccs1	-3	14	.	4	-40	13	-18	-1.9	-9
Oc1ccccc1/C=N/n1c(-c2cccs2)n[nH]c1=S	-3	5	.	3	-60	21	-3	-0.2	-12[20 µM]
c1ccc2sc(NN=C3CCCC3)nc2c1	-50	-10	0.64	0	-12	7	3	1.4	-14
CC(C)c1ccc(NC(=O)c2cccc(Br)c2)cc1	2	4	0.39	2	22	8	3	-0.1	-14
O=C(NCc1nc2ccccc2[nH]1)C1=C[C@H](c2ccc(Br)cc2)C[C@H](OCc2ccc(CO)cc2)O1	-10	0	-0.18	2	-6	9	2	1.1	-31
COCCN1C(=O)c2oc3cc(C)c(C)cc3c(=O)c2C1c1cccc(O)c1 (centres undefined)	-2	.	-0.5	.	.	.	.	-0.4	-27[20 µM]
CC(C)OC(=O)/C(=C/c1ccc2c(c1)c1ccccc1n2C)NC(=O)c1ccccc1	-19	-6	-2.1	1	-49	9	-4	-0.4	-2
O=[N+]([O-])c1ccc(Sc2ncc3ccccn23)nc1	8	3	0.4	0	6	5	-5	0.9	-10
COC(=O)CCC(=O)Nc1ccc(Br)cc1	-4	-7	0.93	-6	-13	10	0	-0.7	-28
Cc1ccccc1NC(=O)COC(=O)/C=C/c1cccc(C(F)(F)F)c1	-3	-5	-0.027	-5	-2	7	-8	0.7	-19
COc1ccc2cc(C(c3nnnn3C3CCCC3)N3CCOCC3)c3nnnn3c2c1 (centres undefined)	.	-8	0.11	-5	-4	2	-1	-0.8	-21
CCOc1ccc2[nH]c(=O)c(C(c3nnnn3CCOC)N3CCOCC3)cc2c1 (centres undefined)	-10	4	.	4	-198	16	-14	0.1	-30
CC(=O)Nc1ccc(NC(=O)COC(=O)[C@@H](NC(=O)c2ccc(F)cc2)C(C)C)cc1	-5	7	-0.76	-3	-39	7	1	0.4	-30
NC(=O)[C@H]1CC2(CC(c3cccc(NC(=O)c4ccccc4)c3)=NO2)CN1C(=O)[C@H]1CCC(=O)N1 (some centres undefined)	2	2	0.076	0	-36	7	-6	0.0	-24[20 µM]
Cc1c(Cl)cccc1NC(=S)NCCCN(C)C	0	-4	1.5	-5	0	0	-13	0.0	-2
Cc1nn(CCCC(=O)Nc2c(F)cc(F)cc2Br)c(C)c1[N+](=O)[O-]	16	0	0.057	-5	18	4	-9	0.6	-7
CC1(C)CC(=O)C(C=N)=C(O)C1	12	-4	0.49	-3	-11	0	-11	0.9	-11
Cc1ccc(OCCCC(=O)Nc2ccccc2C(F)(F)F)cc1	5	7	-0.31	3	-27	17	2	1.4	-26[20 µM]
Cc1ccc(NC(=O)c2cc(S(=O)(=O)N3CCCCC3)ccc2N2CCOCC2)cc1F	0	-3	0.17	-1	-29	3	-8	0.8	-13[20 µM]
CCN(CC)C(=S)Nc1ccc(OC)cc1	.	-6	0.4	0	-3	7	-30	-0.2	-31
CCOC(=O)c1c(NC(=O)CSc2nnc(-c3c[nH]c4ccccc34)n2C)sc2c1CCCC2	6	-1	-2.3	2	-35	8	-7	0.6	-15
CC(C)Cn1c(N)c(C(=O)COC(=O)c2c(F)cccc2F)c(=O)n(C)c1=O	2	-14	0.58	-10	17	2	-5	0.5	-21
C=CCn1c(SCc2cc([N+](=O)[O-])cc3c2OCOC3)nc2cc(C(=O)O)ccc2c1=O	1	-1	.	5	16	8	1	2.0	-11
O=C(NC1CCCCC1)C1c2ccccc2C(=O)N1Cc1ccc2c(c1)OCO2 (centres undefined)	5	-1	-0.029	0	49	13	-2	0.4	-16
COc1cccc(OC)c1C(=O)NC(=S)Nc1cccc(NC(=O)c2ccco2)c1	-3	1	1.5	-2	18	13	11	-1.6	-12
Clc1ccc(CSc2ccc(-c3cccnc3)nn2)cc1	11	-3	-1.2	2	28	8	0	-0.6	-5
Cc1nn(-c2ccc(C(=O)O)cc2)c(C)c1Oc1ccccc1O	4	-36	0.83	2	-11	3	-20	0.9	-11[20 µM]
Cc1cccc(-c2nsc(SCC(=O)NCC3CCCO3)n2)c1 (centres undefined)	4	-11	-0.36	-8	-5	5	-3	0.2	-25
O=C1CC(c2ccco2)CC2=C1C(c1ccccc1)n1nc(C(F)(F)F)nc1N2 (centres undefined)	15	5	-0.8	2	-90	10	-22	-1.2	-21[20 µM]
C=CCc1ccc(OCCn2cccc2C=O)c(OC)c1	.	-1	-0.075	-21	12	7	8	0.3	-9
CCOC(=O)c1sc(/S(C)=N\S(=O)(=O)c2cccc(Cl)c2)c2c1CCC=C2 (centres undefined)	.	-2	-1.4	-1	-11	8	0	0.7	-20
Cn1c(=O)c2c(nc3sccn32)n(C)c1=O	2	-1	-0.33	-4	-4	7	-3	0.6	-10[20 µM]
O=C(/C=C/c1ccc(OCCCF)cc1)NCc1ccc(Cl)cc1	.	2	.	2	16	11	23	-0.3	-20
CC(c1ccccc1)C1CC(=O)N(Cc2ccccc2)C1=O (centres undefined)	2	-4	-0.61	2	-17	11	6	0.2	-20
S=c1[nH]nc2n1CCCN2	6	1	-0.19	11	-6	6	2	2.1	-32
CCOC(=O)c1nc2ccccc2nc1C	.	-2	-0.073	8	13	11	-9	0.6	-19
O=C1c2ccccc2C(=O)N1CC(O)CN1CCOCC1 (centres undefined)	4	3	-0.43	6	-9	19	-6	0.6	-14[20 µM]
Cc1ccc(-n2ccc(=O)c(-c3ccnc(SCc4cccc(Cl)c4)n3)n2)cc1	-5	1	1.1	1	-39	12	-23	1.3	-16[20 µM]
Cc1ccc(C)c(/C=C/C(=O)c2ccccc(=O)c2O)c1	18	7	40*	13	-8	19	11	-0.1	-9
O=C(NCc1ccco1)c1ccc(NS(=O)(=O)c2cccc([N+](=O)[O-])c2)cc1	3	-8	-0.18	0	-19	7	-1	1.6	-21
CN(C)/C=N/c1nc2nccc(-c3cccc(Cl)c3)n2n1	10	-10	-0.039	-2	i	7	-3	2.2	-23
Cc1ccc(C(=O)Nc2ccc(O)c(C(=O)O)c2)o1	3	0	0.077	3	8	3	4	-0.2	-18[20 µM]
Cn1c2c(c(=O)n(C)c1=O)CN(CCc1ccccc1)CN2	-2	-2	0.014	2	-51	13	4	-0.6	-18[20 µM]
c1cn(CC2(Cn3ccnc3)COC2)cn1	-10	-9	-0.007	-2	-11	0	-5	1.1	1[20 µM]
CC1=NN(C(=O)COc2ccc(C)c(C)c2)C(O)(c2ccccc2)C1 (centres undefined)	9	-8	0.022	-10	29	-5	-32	0.3	-15
Cc1ccc(C(=O)NNC(=O)CCn2nnc3ccccc32)cc1	14	-9	0.59	-5	-25	3	-1	0.3	-24
Cc1[nH]c(=O)[nH]c(=O)c1/C=N/NC(=O)[C@H](C)NC(=O)OC(C)(C)C	8	-1	.	-3	0	6	-79	0.6	-6[20 µM]
C=CCNC(=O)CC12CC3CC(C1)CC(CC(=O)NCC=C)(C3)C2	.	9	0.93	15	6	26	31	0.7	-5
Cc1ccc2cc(COC(=O)c3ccncc3)c(=O)[nH]c2c1	-6	3	.	3	-16	10	5	0.7	-19

A section from the list above, for reference:
SMILES	Rad51 HR inh	thrombin 1536	Cl transport mod	FXIa inh 1536	Calpain2 inh	FXIIa inh	hK5 inh	PERK inhibitor	Furin inh
Cc1ccc(-n2ccc(=O)c(-c3ccnc(SCc4cccc(Cl)c4)n3)n2)cc1	-5	1	1.1	1	-39	12	-23	1.3	-16[20 µM]
Cc1ccc(C)c(/C=C/C(=O)c2ccccc(=O)c2O)c1	18	7	40*	13	-8	19	11	-0.1	-9
O=C(NCc1ccco1)c1ccc(NS(=O)(=O)c2cccc([N+](=O)[O-])c2)cc1	3	-8	-0.18	0	-19	7	-1	1.6	-21
CN(C)/C=N/c1nc2nccc(-c3cccc(Cl)c3)n2n1	10	-10	-0.039	-2	i	7	-3	2.2	-23
Cc1ccc(C(=O)Nc2ccc(O)c(C(=O)O)c2)o1	3	0	0.077	3	8	3	4	-0.2	-18[20 µM]

Continuation:
SMILES	Rad51 HR inh	thrombin 1536	Cl transport mod	FXIa inh 1536	Calpain2 inh	FXIIa inh	hK5 inh	PERK inhibitor	Furin inh
CCS(=O)(=O)N1CCN(c2cnn(-c3ccccc3)c(=O)c2Cl)CC1	-6	-2	-0.63	-2	2	.	4	-0.1	-21
CC(=O)NC(C)C12CC3CC(CC(CC(=O)O)(C3)C1)C2 (centres undefined)	6	-4	0.069	5	2	6	-2	0.9	-21[20 µM]
CC(C)N1CCc2c(sc(NC(=O)c3cc4cc([N+](=O)[O-])ccc4s3)c2C(N)=O)C1	-103	-3	-0.31	-6	-67	-2	-10	0.4	-9
CC(C)Cc1nnc(NC(=O)c2cc(-c3ccncc3)nc3ccccc23)s1	12	0	-1.6	20	-5	4	29	-0.2	-18
CCCCC(=O)NC(Nc1sc2c(c1C(N)=O)CCCC2)(C(=O)OCC)C(F)(F)F (centres undefined)	.	-6	-0.31	4	-3	11	-6	-0.7	-28
Cc1c(Br)c(C(=O)NNC(=O)c2ccc(C(C)(C)C)cc2)nn1C	10	5	-1	5	-7	14	-2	-0.9	-18
O=C(NCc1cccs1)c1cc(-c2cccs2)on1	2	2	.	4	-5	11	1	2.2	-22
COC(=O)c1cc(N2CCNCC2)nc2ccccc12	2	-1	0.85	-1	-324	6	-1	0.2	-19
Cc1cccc(N=C2NC(=O)/C(=C/c3cn(C)c4ccccc34)S2)c1	-11	-3	0.097	6	-19	7	1	1.0	-17
COC(=O)c1ccc(C#Cc2ccccc2)o1	24	-11	.	-2	-34	-3	-6	1.4	-16
CS(=O)(=O)Nc1ccc(C(=O)N2CCCCC2)cc1	-3	-3	-1	-19	15	-12	16	0.1	-11[20 µM]
COC(=O)[C@@H]1[C@@H](C)N(Cc2ccccc2)C(=O)N[C@H]1c1cccc(C(F)(F)F)c1	6	2	-0.33	2	-10	8	4	.	-27

Assay outcomes (PubChem BioAssay)
